# Screens deposited in PubChem BioAssay by several laboratories.
# MazEF act: increases E. coli MazEF RNase cleavage of RNA; P0AE70; FAM/BHQ RNA-DNA oligo cleavage fluorescence, 5 h; activation, % at 20 µM; actives 0.32% (n = 350,000); AID 504720; in the data active = activation above about 50%
# Target sequence (P0AE70 whole entry, looked up): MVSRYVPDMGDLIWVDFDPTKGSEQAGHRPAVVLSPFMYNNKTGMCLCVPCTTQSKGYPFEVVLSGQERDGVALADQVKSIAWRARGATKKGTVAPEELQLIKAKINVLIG
# UGM FP inh: Mtb UDP-galactopyranose mutase inhibition; purified UGM, fluorescence polarization probe displacement; inhibition, % at 10 µM; actives 0.06% (n = 320,000); in the data active = inhibition above about 10%, passing the limit was not always enough; inconclusive = no clear call, values can overlap the other calls
# Target sequence (P9WIQ1 whole entry, looked up): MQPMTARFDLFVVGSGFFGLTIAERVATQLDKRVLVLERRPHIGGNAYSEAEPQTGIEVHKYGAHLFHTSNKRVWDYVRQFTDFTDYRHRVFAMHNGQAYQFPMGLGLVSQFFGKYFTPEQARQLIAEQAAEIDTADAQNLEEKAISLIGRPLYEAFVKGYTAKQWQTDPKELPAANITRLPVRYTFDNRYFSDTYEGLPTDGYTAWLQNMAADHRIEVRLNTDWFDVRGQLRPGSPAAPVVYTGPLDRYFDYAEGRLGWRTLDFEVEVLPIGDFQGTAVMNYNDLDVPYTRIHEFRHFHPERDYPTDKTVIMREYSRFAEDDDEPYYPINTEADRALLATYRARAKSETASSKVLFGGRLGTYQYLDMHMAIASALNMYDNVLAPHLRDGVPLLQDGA
# Rv3671c protease: Rv3671c (M. tuberculosis) protease inhibition | AID 2606 | inhibition, % at 5.96 µM | P9WHR9 | actives 0.048% (n = 320,000); in the data active = inhibition above about 38%;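 also: extracellular domain of Rv3671c used as enzyme; 0% = enzyme with DMSO and 100% = no enzyme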
# Mtb BioA inh: inhibitors of Mycobacterium tuberculosis BioA enzyme. purified M. tuberculosis BioA enzyme, plate reader. inhibition, % at 9.99 µM. actives 0.096% (n = 360,000). AID 602481; in the data active = inhibition above about 40%; inconclusive = no clear call, values can overlap the other calls
# BoNT F protease: inhibitors of Botulinum neurotoxin F light chain protease | inhibition, % at 10 µM | actives 0.22% (n = 360,000) | Multiplex microsphere protease cleavage assay, flow cytometry; in the data active = inhibition above about 35%, passing the limit was not always enough; inconclusive = no clear call, values can overlap the other calls; also: plate controls were buffer without enzyme for full effect and enzyme alone for no effect
# FadD28 binding: blocks FadD28 binding to the bisubstrate probe. fluorescence polarization. inhibition, % at 12.5 µM. AID 588549. actives 0.22% (n = 360,000); in the data active = inhibition above about 8.5%, passing the limit was not always enough; inconclusive = no clear call, values can overlap the other calls
# Mtb FBA inh: Mtb fructose-bisphosphate aldolase inhibition. P9WQA3. purified M. tuberculosis FBA, fluorescence read-out. inhibition, % at 1 µM. actives 2.3% (n = 360,000). AID 588726; in the data active = inhibition above about 27%;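 also: 0% = vehicle and 100% = reference inhibitor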
# Target sequence (P9WQA3 whole entry, looked up): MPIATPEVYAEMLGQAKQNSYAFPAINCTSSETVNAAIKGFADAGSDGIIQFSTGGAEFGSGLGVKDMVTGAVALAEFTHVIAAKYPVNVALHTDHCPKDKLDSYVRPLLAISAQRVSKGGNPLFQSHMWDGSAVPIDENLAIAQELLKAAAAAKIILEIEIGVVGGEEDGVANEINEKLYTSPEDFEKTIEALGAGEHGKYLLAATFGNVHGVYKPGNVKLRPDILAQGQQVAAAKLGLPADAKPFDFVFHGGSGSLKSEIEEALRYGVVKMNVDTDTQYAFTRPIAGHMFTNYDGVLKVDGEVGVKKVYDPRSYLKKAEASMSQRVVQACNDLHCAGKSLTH
# GDH-TPI counter: counter-screen for M. tuberculosis FBA inhibitors: GDH-TPI coupled enzymes; GDH-TPI coupled enzyme counterscreen, NADH absorbance; inhibition, % at 4.8 µM; actives 1.2% (n = 360,000); in the data active = inhibition above about 30%;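 also: 0% = DMSO wells and 100% = wells lacking the enzyme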
# PrPC surface inh: reduces human prion protein on the cell surface | cell surface PrPC, TR-FRET read-out | actives 0.43% (n = 370,000) | AID 720596 | inhibition, % at 13.8 µM; in the data active = inhibition above about 24%; also: 0% = median of the test wells and 100% = reference compound wells
# * hit, by the source's call; u = inconclusive; x = not tested or not shown.
SMILES	Mtb FBA inh	UGM FP inh	BoNT F protease	MazEF act	Rv3671c protease	PrPC surface inh	Mtb BioA inh	FadD28 binding	GDH-TPI counter
CCCc1cc(=O)[nH]c(SCC(=O)c2cc(C)n(C(C)COC)c2C)n1 (stereo not given)	-1.2	3.9	u	10.7	3.0	-2.5	x	0.6	15.6
Cc1ccc(NC(=O)c2sc3nc(C)nc(N4CCN(c5ccccn5)CC4)c3c2C)c(C)c1	-5.7	0.9	-5.3	-6.7	-23.6	7.0	-1.2	0.5	9.9
COC(=O)c1c(C)[nH]c(C(=O)C(C)OC(=O)C2=NNC(=O)CC2)c1C (stereo not given)	0.2	7.3	5.9	2.4	2.3	5.2	x	-4.1	-11.4
CC1(c2nnc(-c3ccc(Cl)cc3)o2)CC(c2ccncc2)=NO1 (stereo not given)	-2.4	-1.3	12.8	9.2	2.8	-0.1	-0.5	-2.3	3.4
Cc1cc(C)n2ncc(C(=O)NCCc3ccccc3)c2n1	26.7	-0.6	-4.8	8.8	2.8	-6.0	7.4	-2.1	-1.2
COC(=O)c1ccc[n+](CC(=O)Nc2ccc(OC(F)F)cc2)c1	6.5	2.5	-9.2	9.8	1.7	-2.1	x	-2.1	-2.2
Cc1cnc(NC(=O)CSc2nnc(COc3ccccc3)o2)s1	5.1	-1.1	-6.1	3.1	-3.7	8.2	x	0.1	-1.6
O=C(O)c1cc(O)ccc1NC(=O)C1CCCO1 (stereo not given)	7.2	1.6	-40.2	-0.5	8.0	-7.4	-1.3	-0.7	1.5
BrC(=C\c1ccccc1)/C=N/N1CCN(c2ccccc2)CC1	4.7	-0.1	-6.6	-13.3	4.1	6.9	x	-0.7	7.6
COc1cc([N+](=O)[O-])ccc1NC(=O)CC(C)C	-1.4	1.0	1.4	4.9	-2.8	-22.5	x	-2.4	17.7
CCN(CC(=O)Nc1ccc(NC(C)=O)cc1)C(=O)CSCc1c(C)noc1C	-1.8	-1.7	x	8.9	2.3	-2.0	3.6	-4.7	-3.8
O=C(Nc1cccc(C(=O)NC2CC2)c1)c1ccc(F)c(S(=O)(=O)N2CCOCC2)c1	1.6	x	-6.1	3.6	x	-3.2	-1.3	0.1	-1.1
COc1ccc(N=Cc2c(O)[nH]c3ccccc23)cc1OC	-1.7	-0.9	-0.2	12.2	5.3	-13.9	4.1	-0.9	20.5
Cc1[nH]c2ccccc2c1/C=N/Nc1ccc([N+](=O)[O-])cc1S(=O)(=O)Nc1ccc(Cl)cc1	-2.0	1.8	-75.8	-10.3	7.6	-5.5	-2.7	-1.4	10.7
CC1=C(C(=O)Nc2ccccc2C)C2(CCCCC2)C(C(N)=O)C(=S)N1 (stereo not given)	1.5	3.2	-1.8	2.2	1.1	2.4	x	-1.0	13.7

# One compound at a time (already shown). Values in the order: Mtb FBA inh	UGM FP inh	BoNT F protease	MazEF act	Rv3671c protease	PrPC surface inh	Mtb BioA inh	FadD28 binding	GDH-TPI counter
# `CCN(CC(=O)Nc1ccc(NC(C)=O)cc1)C(=O)CSCc1c(C)noc1C` as listed: -1.8	-1.7	x	8.9	2.3	-2.0	3.6	-4.7	-3.8
# `COC(=O)c1c(C)[nH]c(C(=O)C(C)OC(=O)C2=NNC(=O)CC2)c1C` (stereo not given) as listed: 0.2	7.3	5.9	2.4	2.3	5.2	x	-4.1	-11.4

# Returning to the listing with the 3 entries that preceded the break.
SMILES	Mtb FBA inh	UGM FP inh	BoNT F protease	MazEF act	Rv3671c protease	PrPC surface inh	Mtb BioA inh	FadD28 binding	GDH-TPI counter
COc1ccc(N=Cc2c(O)[nH]c3ccccc23)cc1OC	-1.7	-0.9	-0.2	12.2	5.3	-13.9	4.1	-0.9	20.5
Cc1[nH]c2ccccc2c1/C=N/Nc1ccc([N+](=O)[O-])cc1S(=O)(=O)Nc1ccc(Cl)cc1	-2.0	1.8	-75.8	-10.3	7.6	-5.5	-2.7	-1.4	10.7
CC1=C(C(=O)Nc2ccccc2C)C2(CCCCC2)C(C(N)=O)C(=S)N1 (stereo not given)	1.5	3.2	-1.8	2.2	1.1	2.4	x	-1.0	13.7
O=C(c1ccco1)n1nc(-c2ccco2)nc1SCc1ccccc1	0.1	-2.3	4.6	-7.0	-5.4	-3.4	-1.6	-2.5	12.4
COc1ccc(/C=C2\SC(=O)N(CC(=O)Nc3ccc(O)cc3)C2=O)cc1OC	1.1	-0.9	5.4	-26.6	x	-7.4	-2.7	1.2	23.1
CCOC(=O)c1cccc(NC(=O)C2(S(=O)(=O)c3ccc(Cl)cc3)CC2)c1	-1.0	2.6	-5.9	-1.3	0.1	1.4	x	-1.0	4.0
CC1(C)CC(=O)C2=C(C1)N(c1ccc(Cl)cc1)C(=O)C2(O)C(F)(F)F (stereo not given)	0.3	-0.9	-29.6	-2.0	0.1	0.3	x	-0.3	13.4
CC(C)N1CCC(=NNC(=O)c2cccs2)CC1	1.4	4.8	-7.0	2.6	-9.1	1.4	-0.1	-2.3	-3.1
O=C1C=CN(C2OC(CO)C(O)C2O)C(=O)C1 (stereo not given)	-0.2	x	3.7	0.0	x	10.1	x	-1.5	5.8
Cc1cc(C)cc(C(=O)NCC(=O)OCC(=O)c2c(N)n(C)c(=O)n(C)c2=O)c1	1.5	-0.5	2.1	5.1	-4.5	-0.2	2.6	x	-4.7
C(=C\c1cccc2ccccc12)/c1nnc(-c2cccs2)o1	7.5	0.2	3.5	-3.9	-23.1	4.4	x	-4.9	14.8
N#Cc1c(Nc2ccccc2Cl)s[nH]c1=O	0.1	-1.0	-4.9	9.8	-2.4	8.1	x	0.2	-5.6
Cc1ccc(C(=O)Nc2ccc(C(=O)N3CCCCC3C)cc2)cc1 (stereo not given)	-0.9	0.7	2.7	10.7	0.2	0.1	x	0.6	3.7
COc1ccc(NC(=S)N=Nc2c(O)[nH]c3ccccc23)cc1	-16.3	-1.4	0.1	15.9	17.9	-4.6	1.2	-3.6	20.8
CC1CC(C)CN(C(=O)Cn2c(-c3nonc3N)nc3ccccc32)C1 (stereo not given)	4.9	1.0	0.3	5.1	-0.6	0.2	-0.4	1.4	0.3
Cc1cc(NS(=O)(=O)c2ccc(Nc3nc(-c4ccc(C)c(C)c4)cs3)cc2)no1	-6.4	0.4	6.7	0.6	20.9	-1.1	x	1.0	6.1
O=C(NCc1ccccc1)C1=C[C@@H](c2ccc3c(c2)OCO3)C[C@@H](OCc2ccc(CO)cc2)O1	1.4	0.5	-4.9	3.0	-15.4	-3.5	-1.5	-1.3	5.9
CCCN1CCC(NC(=O)Nc2ccc(OC)c(OC)c2)CC1	-0.1	-0.6	11.3	-13.0	3.1	-3.8	0.2	-1.0	6.8

# (more compounds)
SMILES	Mtb FBA inh	UGM FP inh	BoNT F protease	MazEF act	Rv3671c protease	PrPC surface inh	Mtb BioA inh	FadD28 binding	GDH-TPI counter
Cc1cc(C)cc(N2C(=O)CCN(Cc3ccccc3)C2=O)c1	0.2	-1.0	0.6	11.8	-1.9	-7.0	-1.6	0.1	1.9
CCCCNS(=O)(=O)c1ccc(OCC(=O)OC)cc1	0.7	3.2	-15.5	5.9	-7.9	-2.7	x	0.9	1.4
Cc1ccc(NC(=S)NC2CCN(Cc3ccccc3)CC2)cc1C	2.5	2.4	-1.9	4.9	-2.8	4.8	x	-2.9	1.3
Cc1ccc(S(=O)(=O)N2CCCC2C(=O)NC2=NCCS2)cc1 (stereo not given)	2.7	2.7	-3.9	1.4	-1.3	4.3	-0.3	-4.6	-8.5
Cc1ccccc1C(OCC(O)CN1CCCCC1CCO)c1ccccc1 (stereo not given)	-6.5	-1.9	-23.7	9.9	-3.3	-3.9	1.1	-1.9	8.0
O=C(C1CCCO1)N1CCN(C(=S)Nc2ccc(Cl)cc2Cl)CC1 (stereo not given)	-0.2	-0.2	-0.7	6.0	-2.5	1.8	x	0.0	3.6
COc1ccc2cc3cc(C(=O)N4CCN(Cc5ccc6c(c5)OCO6)CC4)oc3nc2c1	59.0*	0.0	-5.8	-11.0	-2.5	-11.4	-0.6	-0.1	46.1*
CC(C)c1ccc(NC(=O)[C@H](NC(=O)[C@@H]2Cc3ccccc3CN2)c2ccccc2)cc1	0.7	-1.8	-8.7	-0.6	-19.4	-7.9	x	-2.4	5.0
COc1cc(CNCCSc2nnnn2C)cc(OC)c1OC	0.0	0.2	-3.7	8.4	-9.1	5.0	0.0	-0.8	11.9
Cc1ccc(S(=O)(=O)N(C#N)c2nc(C)cc(C)n2)cc1	1.3	u	6.4	5.6	-1.7	-1.8	-2.3	-1.0	1.8
OCCNc1nc(N2CCN(Cc3ccccc3)CC2)nc2ccccc12	9.0	2.4	-3.7	8.0	4.0	-5.6	8.9	-2.0	13.9
Cc1cccc(C(=O)N/N=C/c2ccoc2)c1	2.0	-0.1	-0.6	1.4	10.8	7.5	15.2	-5.5	-5.2
Cc1occc1-c1nnc(SCC(=O)Nc2ccccc2-c2ccccc2)n1C	4.7	-0.7	15.8	3.3	-4.0	-1.1	4.0	-1.4	-0.6
Cc1cc(=O)oc2cc(OCC3CC(c4ccc(N(C)C)cc4)=NO3)ccc12 (stereo not given)	-0.1	4.3	9.3	-22.4	-0.6	-7.4	-1.5	-0.2	13.8
CC(=O)Nc1ccc(NC(=O)Cn2cc3c(n2)CCCC3)cc1	2.8	-1.1	-1.9	-0.4	-0.4	1.9	-1.4	-1.0	12.4

# Two records picked at random from those above, as already listed:
SMILES	Mtb FBA inh	UGM FP inh	BoNT F protease	MazEF act	Rv3671c protease	PrPC surface inh	Mtb BioA inh	FadD28 binding	GDH-TPI counter
Cc1ccc(NC(=S)NC2CCN(Cc3ccccc3)CC2)cc1C	2.5	2.4	-1.9	4.9	-2.8	4.8	x	-2.9	1.3
CCCCNS(=O)(=O)c1ccc(OCC(=O)OC)cc1	0.7	3.2	-15.5	5.9	-7.9	-2.7	x	0.9	1.4

# Remaining list, next part:
SMILES	Mtb FBA inh	UGM FP inh	BoNT F protease	MazEF act	Rv3671c protease	PrPC surface inh	Mtb BioA inh	FadD28 binding	GDH-TPI counter
C=CCc1ccccc1Oc1cc(F)nc(N)n1	-3.2	-3.4	33.9	6.7	-0.4	-3.3	-0.7	-1.5	-4.9
COc1ccc(CCNC(=O)COC(=O)C2CC2C)cc1 (stereo not given)	-0.3	-1.4	1.8	1.5	-9.3	-2.0	0.1	-2.1	12.6
O=C(c1n[nH]c2c1CCC2)N1CCCC(Nc2cccc(F)c2)C1 (stereo not given)	3.7	-1.4	-7.7	8.4	-1.3	8.2	1.6	1.5	0.0
Brc1ccc(-c2cn3c(n2)CCc2ccc4cccnc4c2-3)cc1	-1.6	0.3	-16.8	1.5	-13.0	-10.0	0.7	-2.1	-4.6
CC12CCC(=O)C=C1C=CC1C2CCC2(C)C(O)CCC12 (stereo not given)	0.8	x	0.9	11.8	x	-19.1	-0.1	-1.2	0.0
CCC(=O)N(Cc1cc2cc(C)c(C)cc2[nH]c1=O)C1CCCCC1	6.8	0.8	-10.8	3.7	8.4	9.3	0.2	-3.6	12.4
CC(=O)NC(NC(=S)Nc1ccc(N=Nc2ccccc2)cc1)C(Cl)(Cl)Cl (stereo not given)	-0.4	-1.3	0.2	13.6	1.6	8.3	-2.8	2.5	24.2
CCOC(=O)CC(=O)Nc1ccccc1C(=O)O	9.8	-0.4	1.7	8.8	-1.8	-0.5	-4.2	-3.7	10.2
CCOc1ccc2nc(SCC(=O)Nc3cc4c(cc3C(C)=O)OCO4)[nH]c2c1	1.9	-0.2	-1.3	2.8	4.1	-3.2	-0.8	-0.5	5.1
C=CCn1c(=O)[nH]c2cc(C(=O)N3CCN(c4cc(C)ccc4C)CC3)ccc2c1=O	1.8	0.3	1.6	7.8	3.8	-11.1	-1.8	-2.4	15.5
COc1ccc(S(=O)(=O)N2CCCCCC2)cc1C(=O)N1CCN(c2ccccc2O)CC1	2.9	1.5	x	-3.5	9.0	-0.7	14.0	-2.7	-5.2
COc1cc(C(=O)N/N=C/c2cccc(Oc3ccccc3)c2)ccc1O	-0.2	-2.9	-4.7	0.9	x	5.3	0.0	-16.1	18.2
CC(=O)Nc1ccc2nc(-c3ccc(Br)o3)[nH]c2c1	3.4	-1.1	-3.4	-3.1	2.9	-1.1	x	-0.8	28.7
